# Source: PubChem (National Center for Advancing Translational Sciences (NCATS))
# GLP1R ag: GLP-1 receptor (human) agonism; P43220; HEK293 GLP-1R CRE-luciferase, luminescence, 4-6 h; cells express a hypersensitive GLP-1R form; Potency, µM (titrated, usually from 45.6 µM), inactives show at the top dose activation, hits mostly activators; 380,000 tested, 0.007% active; also: potency is read from the fitted curve at half-maximal effect; % of control where 0% means no effect
# Target sequence (P43220 whole entry, looked up): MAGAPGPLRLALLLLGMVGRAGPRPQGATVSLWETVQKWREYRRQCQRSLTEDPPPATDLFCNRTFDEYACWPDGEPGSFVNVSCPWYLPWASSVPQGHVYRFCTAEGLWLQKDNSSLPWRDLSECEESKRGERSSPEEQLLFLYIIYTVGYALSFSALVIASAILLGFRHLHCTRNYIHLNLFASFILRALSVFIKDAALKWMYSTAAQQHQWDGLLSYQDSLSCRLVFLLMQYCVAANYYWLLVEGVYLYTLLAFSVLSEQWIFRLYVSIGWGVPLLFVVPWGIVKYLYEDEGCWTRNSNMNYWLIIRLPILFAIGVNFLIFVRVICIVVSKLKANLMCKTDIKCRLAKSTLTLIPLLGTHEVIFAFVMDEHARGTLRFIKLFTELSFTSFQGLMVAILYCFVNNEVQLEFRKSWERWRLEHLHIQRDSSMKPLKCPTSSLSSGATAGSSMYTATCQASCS
# TDP43 rescue: inhibitors of TDP-43 toxicity in yeast; 410,000 tested, 1.8% active; TDP-43 expressing yeast growth rescue, BacTiter-Glo, 24 h; AID 652104; Potency, µM (series often up to 46.1 µM), for the others: top-dose growth rescue (activation), usual class: activators; also: potency is read from the fitted curve at half-maximal effect; % of control where 0% means no effect; nearly all actives have a fitted effect of over 50% in size
#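 Growth rescue of TDP-43-toxic yeast measured as ATP luminescence (BacTiter-Glo). Cells grown to mid-log in raffinose, induced in galactose at OD600=0.02, exposed to compound 24 hr at 30 deg C.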
# GLP-1R inv ag: acts as inverse agonist at human GLP-1 receptor; P43220; HEK293 GLP-1R CRE-luciferase, luminescence, 24 h; GLP-1R form is constitutively active; Potency, µM (top dose mostly 38.3 µM), for the others: top-dose activity change, negative = inhibition, usual class: inhibitors; 410,000 tested, 1.6% active; AID 624417; also: potency is read from the fitted curve at half-maximal effect; % is scaled to controls: 0 for no effect and ±100 for the full control effect; nearly all actives have a fitted effect of over 55% in size
#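 Cells are plated, allowed 12 hours at 37 deg C, then treated with compounds for 24 hr before luciferase detection reagent is added and luminescence is read after 12 min at room temperature. The HEK293 line carries constitutively active GLP-1R with a cAMP-responsive reporter.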
# KB-V1 MDR tox: KB-V1 MDR subline cytotoxicity; 400,000 tested, 3.4% active; Potency, µM (doses to about 46.1 µM), inactives show top-dose activity change, negative = cytotoxicity, most hits filed as cytotoxic; AID 1347076; KB-V1 MDR cells viability, CellTiter-Glo, 72 h; also: potency is read from the fitted curve at half-maximal effect; % is scaled to controls: 0 for no effect and ±100 for the full control effect; nearly all actives have a fitted effect of over 60% in size
#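 KB-V1, DMEM (no phenol red) + 10% FBS; cpd pin-transferred, titration series; 72 h, 37 degrees C; CellTiter-Glo, luminescence. Data normalized, curve-fit.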
# PTHR1 ag: PTHR1 (human) receptor agonism; Q03431; HEK293 GP2 PTHR1 cells, GloSensor cAMP luminescence, 1 h; Potency, µM (titrated, usually from 115 µM), for the others: at the highest dose activation, usual class: activators; 410,000 tested, 0.075% active; also: potency is read from the fitted curve at half-maximal effect; nearly all actives have a fitted effect of over 55% in size; some results filed as inactive show a strong effect at the top dose; inactives centre near -15; many of its hits are not listed in these tables
# Target sequence (Q03431 whole entry, looked up): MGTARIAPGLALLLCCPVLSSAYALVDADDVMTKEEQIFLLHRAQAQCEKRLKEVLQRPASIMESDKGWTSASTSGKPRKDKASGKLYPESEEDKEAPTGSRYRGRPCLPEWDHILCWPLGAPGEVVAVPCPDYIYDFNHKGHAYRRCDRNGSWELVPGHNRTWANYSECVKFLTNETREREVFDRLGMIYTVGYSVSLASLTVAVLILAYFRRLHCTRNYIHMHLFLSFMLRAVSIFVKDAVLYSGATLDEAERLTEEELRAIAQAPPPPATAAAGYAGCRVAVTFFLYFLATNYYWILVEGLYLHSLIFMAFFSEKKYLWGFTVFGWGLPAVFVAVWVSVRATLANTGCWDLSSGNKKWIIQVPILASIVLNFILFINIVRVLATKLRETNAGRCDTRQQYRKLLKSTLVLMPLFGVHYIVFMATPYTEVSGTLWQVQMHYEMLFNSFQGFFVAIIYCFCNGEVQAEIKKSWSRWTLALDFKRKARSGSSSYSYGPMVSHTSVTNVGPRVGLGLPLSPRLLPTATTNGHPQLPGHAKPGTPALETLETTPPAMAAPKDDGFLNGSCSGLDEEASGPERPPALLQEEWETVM
#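 HEK-293-derived GP2 cells expressing PTHR1 and a GloSensor cAMP reporter, 3,000/well, plated overnight, given luciferin plus IBMX (each 0.5 mM as added) for 1 h at 37 °C, then compound for 1 h at 37 °C. Luminescence was read after 15 min at room temperature.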
# aSyn rescue: alpha-synuclein toxicity inhibition in yeast. Yeast expressing alpha-synuclein, growth rescue, BacTiter-Glo, 24 h. Potency, µM (series often up to 46.1 µM), inactives show at the top dose growth rescue (activation), usual class: activators. 370,000 tested, 0.14% active; also: potency is read from the fitted curve at half-maximal effect; % of control where 0% means no effect; nearly all actives have a fitted effect of over 65% in size
#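 Galactose-induced alpha-syn yeast (OD600=0.02, raffinose-pregrown) + pinned cpd, 24 hr, 30 deg C; growth by BacTiter-Glo luminescence. Growth restoration scores as activation.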
# GLP1R cytotox: cytotoxic in the GLP-1 receptor inverse agonist counter-screen; HEK293 cAMP-luciferase reporter cells, luminescence, 24 h; 410,000 tested, 0.13% active; Potency, µM (titrated, usually from 38.3 µM), for inactives: top-dose activity change, negative = inhibition, actives largely listed as inhibitors;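 also: loss of luciferase light is scored as toxicity; potency is read from the fitted curve at half-maximal effect; % is scaled to controls: 0 for no effect and ±100 for the full control effect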
#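 1536-well qHTS counterscreen of the MLSMR; 200 cells/uL, 12 h pre-incubation, 23 nL cpd, 24 h at 37 deg C 5% CO2, luciferase detection reagent, 12 min RT, luminescence. Inhibition = undesired.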
# DRD3 agonist: activates the human D3 dopamine receptor. D3R DiscoveRx beta-arrestin cells, luminescence, 90 min. 410,000 tested, 0.58% active. AID 652048. max activation, %; in the data active = max activation above about 30%; also: 0% is about no effect; mostly tested at two doses, the higher about 12 µM
#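 Agonist-mode cell screen: cells plated at 1500/well and incubated overnight at 37 °C, then exposed to library compounds for 90 min at 37 °C. Detection reagent was added for 30–60 min at room temperature, and luminescence was read.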
# D3 antag: antagonists of human D3 dopamine receptor; P35462; D3R cells, DiscoveRx beta-arrestin luminescence, antagonist mode; stronger effect = lower value; max response, negative = inhibition, %; 360,000 tested, 2.5% active; in the data active = max response below about -50%; inconclusive = no clear call, values can overlap the other calls; also: % is scaled to controls: 0 for no effect and ±100 for the full control effect; mostly tested at two doses, the higher about 12 µM
#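 Cells expressing the human receptor were seeded at 1500 cells/well, incubated overnight at 37 degrees C in 5% CO2, then exposed to library compounds with dopamine controls for 90 minutes at 37 degrees C before luminescent detection.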
# The depositor's hits bear a star; i = inactive; ? = inconclusive; . = not tested or not shown; [ ] = remark or other dose. Unless noted, calls follow the shape of the dose curve; as a rule, active = well fitted curve in the direction sought with a large enough effect; inconclusive = small, poorly fitted or top-dose-only effect, or another doubt; inactive = no such curve, though single readings can be large; an effect the other way counts as inactive or inconclusive.
SMILES,GLP1R ag,TDP43 rescue,GLP-1R inv ag,KB-V1 MDR tox,PTHR1 ag,aSyn rescue,GLP1R cytotox,DRD3 agonist,D3 antag
COc1ccc(-c2[nH]ncc2CN2CCN(C(=O)c3cccs3)CC2)c(F)c1,-2%,4%,6%,.,i,0%,-6%,6,16
O=C(NCc1ccccc1CN1CCCC1)c1cccc(N2CCCC2=O)c1,9%,18%,3%,2%,-25%,-3%,3%,0,12
C=CCOC(=O)C1=C(C)NC(=O)NC1C1CC=CCC1 (stereo not given),-2%,9%,4%,4%,-7%[57.5 µM],0%,0%,7,12
Cc1ccc(SCc2c(C(=O)N/N=C/c3ccncc3)nnn2-c2nonc2N)cc1,-2%,7%,11%,0%,i,1%,1%,18,36
O=C(N/N=C/c1ccc([N+](=O)[O-])o1)c1ccc2c(c1)OCO2,0%,21%,7%,?,-47%[inhibitor],0%,?,-5,-8
CCOC(=O)CSc1n[nH]c(NC(=O)c2ccc(F)cc2)n1,-17%,-8%,5%,-6%,i,19%,5%,1,18
COc1ccc(NC(=O)c2ccsc2NC(C)=O)cc1,10%,?,4%,-26%,i,1%,-25%,11,8
CC(=O)NC12CC3CC(C1)CC(C(=O)Nc1ccc(C)c(S(=O)(=O)N4CCCCCC4)c1)(C3)C2,1%,-3%,-17%,21µM*,i,-3%,12%,-2,0
COc1ccccc1N(CCC#N)C(=O)CSc1ccc2c(c1)OCCO2,6%,11%,-8%,?,i,3%,-5%,3,19
COc1ccc(OC)c(CNC(=O)CN2CC(C)Sc3ccccc32)c1 (stereo not given),-6%,0%,-20%,?,i,17%,-2%,0,.
Cc1ccc(S(=O)(=O)N2[C@H](CC(=O)c3cccs3)OC[C@@H]2C)cc1,.,22%,-14%,?,-78%[inhibitor],-10%,-4%,1,10
Oc1nc(Nc2ccc(Cl)cc2Cl)sc1/C=C1\C=Nc2ccccc21,-13%,14%,11%,?,i,-5%,-24%,-2,-2
Cn1nc(C(F)(F)F)c(/C=N/OC(=O)c2ccccc2)c1Sc1ccc(Cl)cc1,3%,-24%,?,0%,-19%[57.5 µM],1%,12%,-10,16
O=C(Nc1cccc2ccccc12)NC1CCS(=O)(=O)C1 (stereo not given),2%,2%,-6%,-14%,i,0%,3%,0,1
COCCN(Cc1ccccc1)C(=S)Nc1ccc(OC(F)F)cc1,1%,?,?,?,-17%,3%,-4%,-4,-6
c1ccc(COC2CCCN(Cc3nc(Cc4ccccc4)no3)C2)cc1 (stereo not given),-3%,-12%,?,2%,-17%,-4%,7%,2,-4
CNC(=S)N/N=C(\C)c1ccc(Cl)c(Cl)c1,9%,18%,?,?,i,-13%,?,-2,-6
COc1ccc(/C=C\c2onc(C)c2S(=O)(=O)N2CCC(C(=O)Nc3cccc(OC)c3)CC2)cc1,.,-3%,?,.,-74%[inhibitor],.,9%,-14,.
COCCN(C(=O)c1cc(-c2ccccc2Cl)nc2ccccc12)c1c(N)n(CC(C)C)c(=O)[nH]c1=O,-2%,8%,13%,-6%,-22%,1%,4%,0,5
Cc1cc(C(=O)N/N=C/c2cccnc2)n[nH]1,7%,-15%[1.82 µM],11%,13%,-9%,1%,-1%,1,-9
Cc1nnc(SCC(=O)N(C2CCCCC2)C2CCS(=O)(=O)C2)n1N (stereo not given),6%,-21%,1%,19%,-8%,6%,-5%,1,11
CCCn1c(SCC(=O)NC2CCCC2)nnc1-c1cccnc1,0%,-15%,-2%,-11%,i,-20%,4%,-11,-15
CCN(CC)C(=O)C1=C(C)Nc2nc3ccccc3n2C1c1ccccc1F (stereo not given),0%,5%,2%,5%,-9%,.,1%,-19,.
CN(C(=O)CSc1nnc(-c2ccco2)n1C)C1CCCCC1,1%,-3%,2%,-15%,i,-3%,5%,-9,?
Cc1cc(C)c2sc(N3CCN(C(=O)C4CC4)CC3)nc2c1,.,13µM*,6%,3%,i,.,-22%,-11,.
COc1ccc(N2CCN(C(=O)CCc3nnc4ccc(N5CCC(C)CC5)nn34)CC2)cc1,19%,9%,1%,-6%,i,4%,-46%,-7,-15
Cc1ccsc1C(=O)N1CCCC(CO)(Cc2ccccc2)C1 (stereo not given),-3%,10%,-50%,-13%,-11%,-1%,9%,-14,2
COc1ccc(CNc2ncnc3c2[nH]c2cc(OC)c(OC)cc23)cc1,16%,-4%,?,-2%,i,10%,1%,-8,-1
CC(Oc1ccc(F)cc1Br)c1nc2ccccc2c(=O)[nH]1 (stereo not given),14%,0%,-11%,-18%,-61%[inhibitor],-12%,2%,2,-26
N#C/C(=C/c1ccncc1)c1nc2ccccc2s1,-4%,25%,-4%,0%,-31%[inhibitor],16%,45%[activator],1,?

# In a second layout: results already given
canonical_smiles	GLP1R ag	TDP43 rescue	GLP-1R inv ag	KB-V1 MDR tox	PTHR1 ag	aSyn rescue	GLP1R cytotox	DRD3 agonist	D3 antag
CNC(=S)N/N=C(\C)c1ccc(Cl)c(Cl)c1	9%	18%	?	?	i	-13%	?	-2	-6
CC(Oc1ccc(F)cc1Br)c1nc2ccccc2c(=O)[nH]1 (stereo not given)	14%	0%	-11%	-18%	-61%[inhibitor]	-12%	2%	2	-26
COc1ccc(CNc2ncnc3c2[nH]c2cc(OC)c(OC)cc23)cc1	16%	-4%	?	-2%	i	10%	1%	-8	-1

# Continuation:
SMILES,GLP1R ag,TDP43 rescue,GLP-1R inv ag,KB-V1 MDR tox,PTHR1 ag,aSyn rescue,GLP1R cytotox,DRD3 agonist,D3 antag
CCOc1ccc(Cn2ccnc2CCl)cc1[N+](=O)[O-],5%,-16%,9%,-3%,i,-4%,20%,-4,1
CC1(c2cnc(Nc3ccccc3)s2)CCC(=O)O1 (stereo not given),6%,29%,-1%,12%,-9%[57.5 µM],12%,-19%,0,2
COc1ccc(CCNc2cn[nH]c(=O)c2Cl)cc1OC,-4%,10%,25%,27%,i,9%,-10%,3,29
COc1ccc(-n2c(=O)c3ccccc3n(CC(=O)c3ccccc3)c2=O)cc1OC,-9%,-1%,8%,-9%,-15%,1%,-14%,-2,-18
COC(=O)c1ccc(NC(=S)NC2CCc3ccccc32)cc1 (stereo not given),10%,0%,10µM*,?,-11%,1%,?,1,7
COc1ccccc1C(=O)Nc1cc(-c2cccc(Br)c2)nn1-c1ccccc1,.,7%,0%,-11%,-5%,.,6%,-11,.
Cc1ccc(S(=O)(=O)N/N=C/c2ccc(O)cc2O)cc1[N+](=O)[O-],?,6%,61%[activator],19%,i,2%,3%,8,0
N/C(=N\c1nc(CSc2ccc(Cl)cc2)cc(=O)[nH]1)Nc1cccc2ccccc12,3%,-17%,17%,?,-4%,-8%,-16%,-12,-15
Cc1cc(N2CCN(S(=O)(=O)c3ccccc3)CC2)c2ccccc2n1,4%,-12%,0%,?,i,-1%,-18%,2,4
Cc1[nH]c2ccccc2c1N=Nc1ccccc1C(=O)O,-8%,16%,8%,-8%,0%,1%,?,-9,10
CC(C)CN(C(=O)CSc1nnc2c(Cl)cc(C(F)(F)F)cn12)C1CCS(=O)(=O)C1 (stereo not given),-19%,-2%,7%,5%,i,0%,-5%,-2,12
Cc1cc2oc(=O)cc(CN3CCCC3)c2cc1Cl,-5%,0%,13%,-1%,3%,6%,-11%,-8,?
Cc1ccccc1S(=O)(=O)NC1=NCCCCC1,-11%,17%,9%,-11%,-13%,1%,-22%,-3,5
CN(CC1CCCN(CCc2ccccc2F)C1)C(=O)c1ccoc1 (stereo not given),-6%,-17%,4%,2%,i,-7%,1%,-17,-16
CCCNC(=O)C1(C)CCCN(CC(=O)c2ccc3c(c2)OCCO3)C1 (stereo not given),-2%,-2%,25%,1%,-18%,0%,1%,4,15
COCCOC(=O)/C=C1/NC(=O)CS1,-8%,-12%,17%,0%,i,-5%,-3%,-14,-16
CCOc1cccc(Nc2cc3n(c(=O)n2)CCc2cc(OC)c(OC)cc2-3)c1,-9%,-15%,-9%,13%,i,.,4%,2,-12
Cc1cc(C)c(NS(=O)(=O)c2cccc3cccnc23)c(C)c1,2%,2%,-27%,4%,i,-3%,-4%,-8,-3
CC(C)(C)NC(=S)NNC(=O)c1ccccc1Cl,0%,4%,2%,-11%,i,-2%,1%,5,-10
O=C(COc1ccccc1)NC1=NCCS1,-12%,-23%,?,7%,-10%[57.5 µM],-1%,-11%,0,105
CCCC1NC(=O)c2cccnc2-n2c1nc1cc(F)c(F)cc1c2=O (stereo not given),-6%,13%,-10%,-4%,-47%[inhibitor],-7%,-24%,1,2
Cc1ccc(S(=O)(=O)Nc2ccccc2C(=O)N2CCCCC2)cc1,3%,9%,-9%,-1%,-8%,0%,-3%,2,-19
O=C(CSc1nc(-c2ccccc2)cs1)Nc1nccs1,-8%,7%,13%,-6%,i,-2%,?,-2,13
O=C(CCS(=O)(=O)c1ccc(Br)cc1)N1CCN(c2ccc(F)cc2)CC1,-4%,25%,-3%,-18%,-21%,8%,3%,-1,2
CCOC(=O)c1c(C)[nH]c(C(=O)N(C)CC(=O)Nc2ccc(OC)cc2)c1C,-4%,22%,-4%,0%,-11%,-1%,1%,-11,-22
O=C(Nc1ccccc1C(=O)N1CCCC1)c1ccc(Cl)cc1Cl,2%,1%,-22%,-26%,12%,-5%,-3%,-2,-20
COCC(C)Nc1ncnc2c1cnn2-c1ccc(C)c(C)c1 (stereo not given),.,?,?,0%,-35%[inhibitor],.,-8%,10,.
COc1ccc(-c2nc3sc(CCNC(=O)Cc4ccc(Cl)cc4)c(C)n3n2)cc1,.,1%,10%,.,-2%,.,2%,-13,.
Fc1ccccc1N=C1NN=C(c2ccccc2)CS1,-4%,?,-17%[0.307 µM],?,-5%,-19%,-1%[0.307 µM],-1,-1

# Only part of the results is shown, so the mix of outcomes need not match the whole.
